Source: PubChem BioAssay
S3 lipid droplet: qHTS Assay for Lipid Storage Modulators in Drosophila S3 Cells; Drosophila S3 cells, BODIPY lipid droplet fluorescence, 18-24 h; cells fed with added oleic acid; Potency in µM for hits, for the others lipid storage change, negative = inhibition, % at the top dose, mostly 46.1 µM; 320,000 tested, 0.64% active; AID 2685; active = well fitted inhibition curve with a large enough effect in the signal ratio, with a control signal flat, not every such curve was filed as active; inconclusive = small, poorly fitted or top-dose-only effect, or effect the other way, or a change in a side signal; the % refers to the signal ratio
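Drosophila S3 cells got compounds at several concentrations plus oleic acid (400 uM solution). Laser-scanning cytometry with 488 nm excitation read lipid droplets at 500-530 nm and cells at 575-640 nm. Percent activity was relative to 20 uM Triacsin C.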
S3 lipid droplet cell count max: recorded beside S3 lipid droplet, whose call it bears; cell number change, %; measured here: cell count max response;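 cells counted by Cell Tracker Red CMTPX staining in the red channel; peak over a dose series mostly up to 46.1 µM; percent activity relative to internal control wells on each plate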
* = called active by the depositor; i = inactive; ? = inconclusive; · = not tested or not shown; [ ] = dose if it differs, or a comment. % is set by controls: 0 for no effect and ±100 for the full control effect; potency is the fitted concentration of half-maximal effect. The list is partial; count on the stated rates, not on these rows.

smiles	S3 lipid droplet	S3 lipid droplet cell count max
CC(=O)NCCc1ccc(S(=O)(=O)N2CCCC2)cc1	?	·
COc1ccc(-n2nc(C(=O)NCC(=O)N3CCCCC3)c3ccccc3c2=O)c(OC)c1	?	·
COc1cc(COCC(O)CN2CCN(CCN3C(=O)c4cccc5cccc(c45)C3=O)CC2)cc(OC)c1OC (stereo not drawn)	2%	1
COC(=O)C1=NN(C(C)=O)C2(CC(=O)N(c3cc(C)cc(C)c3)C2=O)C1 (stereo not drawn)	?	·
COc1ccccc1N1CCN(C2CCCCC2NS(=O)(=O)c2ccccc2)CC1 (stereo not drawn)	i	16
O=C(c1ccc2ncsc2c1)N1CCN(c2cccc(C(F)(F)F)c2)CC1	?	·
Cc1ccc(/C=N/Nc2nc(N3CCOCC3)nc(N3CCOCC3)n2)o1	?	·
CC1(C)Cc2c(sc(NC(=O)c3ccc4ncsc4c3)c2C(N)=O)C(C)(C)N1	?	·
COc1ccc(NC(=O)CSc2nc(=O)n(CCN3CCOCC3)c3c2CCC3)c(OC)c1	?	·
Cc1c(C(=O)N2CCCCC2)sc(N)c1C#N	-6%	8

Next structures follow:
smiles	S3 lipid droplet	S3 lipid droplet cell count max
CC1Cc2ccccc2N1C(=O)COC(=O)c1ccc(Cl)nc1 (stereo not drawn)	-13%	-1
Cc1ccsc1/C=N/Nc1ccc(Cl)nn1	-7%	-10
N#CCC(=O)NN=C1CCCCCCCCCCC1	?	·
CCC(=O)N1CCc2cc(Br)cc(S(=O)(=O)Nc3c(C)n(C)n(-c4ccccc4)c3=O)c21	8%	8
O=C(CSc1nnc(NC(=O)c2ccco2)s1)Nc1ccccc1Br	?	·
Cc1c(/C(O)=C2\C(=O)C(=O)N(CCN(C)C)C2c2cccnc2)cnn1-c1ccccc1 (stereo not drawn)	10%	0
CCCn1c(=N)n(CC(=O)c2ccc(Cl)c(Cl)c2)c2ccccc21	?	·
COCCNC(=S)N1CCN(S(=O)(=O)c2ccc(Cl)s2)CC1	-23%	9
c1csc(-c2nc(N3CCOCC3)c3ccccc3n2)c1	?	·
O=C(CCSc1ccc(Cl)cc1)N1CCN(c2ncccn2)CC1	?	·

Compound profiles, from the list above. Values in the order: S3 lipid droplet	S3 lipid droplet cell count max
`c1csc(-c2nc(N3CCOCC3)c3ccccc3n2)c1` as listed: ?	·
`N#CCC(=O)NN=C1CCCCCCCCCCC1` as listed: ?	·

More compounds
smiles	S3 lipid droplet	S3 lipid droplet cell count max
C=CCNC(=O)c1ccc(N(CC=C)S(C)(=O)=O)cc1	10%	10
O=C(CCCOc1ccc(Cl)cc1Cl)Nc1nnc(C2CC2)s1	2%	-2
C=C(C)COc1ccc(-c2nc(N)ncc2Oc2ccccc2OCC)c(O)c1	?	·
CS(=O)(=O)N1CCCC(C(=O)NC2CCCCCCC2)C1 (stereo not drawn)	?	·
Cc1ccc(NC(=O)c2ccc(NCCCN3CCOCC3)c([N+](=O)[O-])c2)cc1Cl	?	·
CC1=NN(Cc2ccccc2)C(=O)C1	-22%	12
Cc1ccc(S(=O)(=O)N(Cc2cc3ccccc3[nH]c2=O)c2cccc(C)c2)cc1	14%	11
CCOC(=O)CSc1cc(=O)n(C)c2cc(Cl)ccc12	-5%	-8
CN(C)c1ccc(-c2cccc(C3CC=CC4C3C(=O)N(Cc3ccccc3)C4c3ccc(C(F)(F)F)cc3)c2)cc1 (stereo not drawn)	?	·
COc1ccc(CCNC(=O)C2CCCN2C(=O)Nc2ccc(Cl)cc2)cc1OC (stereo not drawn)	4%	9

Continued:
smiles	S3 lipid droplet	S3 lipid droplet cell count max
O=C(O)c1c[nH]c2ccc(F)cc2c1=O	?	·
N#CCC(=O)Nc1ccc(C(F)(F)F)cc1N1CCOCC1	16%	·
Cc1ccc(-n2nc3c(c2NC(=O)c2ccc4c(c2)OCO4)CS(=O)C3)c(C)c1 (stereo not drawn)	?	·
CCOC(=O)CN1C(=O)C(Sc2n[nH]c(-c3cccc(C)c3)n2)CCc2ccccc21 (stereo not drawn)	?	·
O=C1C2CCCN2C(=S)N1c1ccc(Cl)cc1 (stereo not drawn)	i	5
COc1ccc(/C=C(/NC(=O)c2ccco2)C(=O)Nc2ccc(C(C)=O)cc2)cc1	?	·
O=C(Nc1ccc(N2CCN(C(=O)c3cccs3)CC2)cc1)c1ccc([N+](=O)[O-])o1	?	·
COc1ccc(CN(C)C(C)C(=O)Nc2ccc(S(=O)(=O)N3CCCCC3)cc2)cc1F (stereo not drawn)	?	·
CCN1C(=O)[C@H]2[C@@H](c3ccc(C)cc3)N3C(=O)N(c4ccc(C(F)(F)F)cc4)C(=O)[C@@]3(Cc3ccccc3)[C@H]2C1=O	?	·
COCc1cc(=O)oc2cc(NS(=O)(=O)c3ccc(C)cc3)ccc12	?	·

Going on with the list:
smiles	S3 lipid droplet	S3 lipid droplet cell count max
CCCCN(C)C(=O)c1cn(CC)c2nc(C)ccc2c1=O	?	·
CC1OC(Nc2cccc3ccccc23)C(O)C(O)C1O (stereo not drawn)	?	·
COc1ccccc1C(=O)NCC(=O)N/N=C/c1cc(Br)ccc1OC(=O)/C=C\c1ccco1	?	·
CCOC(=O)C(=O)NC(C)CCc1ccccc1 (stereo not drawn)	-6%	-12
Cc1ccc(-c2nc3sc(C(N)=O)c(N)c3c3c2CCCC3)cc1	15%	1
CS(=O)(=O)N1CCC(c2noc(-c3ccc(C(F)(F)F)cc3)n2)CC1	?	·
COC(=O)c1ccccc1OCCN1CCCCCC1	?	·
Cc1ccc(S(=O)(=O)N/N=C/C(C)(C)CO)cc1	12%	·
CCOC(=O)c1c(NCC(C)C)c2ccccc2[nH]c1=O	?	·
CC(C)(NO)/C(=N\O)c1ccccc1	?	·

In a second layout: results already given
Values in the order: S3 lipid droplet	S3 lipid droplet cell count max
CCCCN(C)C(=O)c1cn(CC)c2nc(C)ccc2c1=O
  ?	·
O=C(O)c1c[nH]c2ccc(F)cc2c1=O
  ?	·
CN(C)c1ccc(-c2cccc(C3CC=CC4C3C(=O)N(Cc3ccccc3)C4c3ccc(C(F)(F)F)cc3)c2)cc1 (stereo not drawn)
  ?	·
O=C(Nc1ccc(N2CCN(C(=O)c3cccs3)CC2)cc1)c1ccc([N+](=O)[O-])o1
  ?	·
O=C(c1ccc2ncsc2c1)N1CCN(c2cccc(C(F)(F)F)c2)CC1
  ?	·

(list continues)
smiles	S3 lipid droplet	S3 lipid droplet cell count max
COc1ccc(C(=O)O)cc1S(=O)(=O)N(CCc1ccccc1)Cc1ccccc1	?	·
CCOC(=O)[C@H]1[C@H]2COc3ccc(OC)cc3[C@@H]2N2C(=O)CN(CCc3c[nH]c4ccccc34)C(=O)[C@@]12C	7%	10
CCCc1nc(SCC(=O)c2ccccc2)c2c(=O)n(C)c(=O)n(C)c2n1	-17%	·
CCOC(=O)C1(Cc2ccccc2)CCCN(C(=O)c2cn[nH]c2)C1 (stereo not drawn)	?	·
CC(C)NC(=O)Cn1c(=O)c2c(ncn2Cc2ccccc2)n(Cc2ccccc2)c1=O	i	·
COCCCNC(=O)c1cccs1	i	13
CC(C)c1ccccc1NC(=O)c1ccccc1NC(=O)C1CCCCC1	?	·
Cc1cn([C@@H](CCCCNC(=O)OC(C)(C)C)C(=O)NCCCCCCCCCCC(=O)N2CCN(C(=O)OC(C)(C)C)CC2)nn1	?	·
CCCCn1c(N)c(N(CCOC)C(=O)c2cccc(-n3cnnn3)c2)c(=O)[nH]c1=O	?	·
CCN(CC)CCNC(=O)C(=O)Nc1cc2c3c(c1)CCC(=O)N3CCC2	i	·

The listing continues.
smiles	S3 lipid droplet	S3 lipid droplet cell count max
Nc1nnc(SCC(=O)OCC(=O)Nc2ccccc2F)s1	?	·
COc1ccc(OC)c(NC(=O)c2ccno2)c1	7%	16
CCOc1ccc(S(=O)(=O)N2CCN(C)CC2)cc1NC(=O)c1ccccc1F	i	-6
CCOc1cc(C2NC(=O)c3ccccc3O2)ccc1OC (stereo not drawn)	i	12
COc1ccc(Cl)cc1NC(=O)C/C(C)=N/NC(=O)c1ccccc1[N+](=O)[O-]	-5%	-7
CC(C)(C)c1ccc(N2C(=O)CC(C/C=C/c3ccccc3)C2=O)cc1 (stereo not drawn)	22%	·
Cc1cc(C)nc(NC(=O)c2cccs2)n1	-16%	7
COc1ccc(-n2c(=S)[nH]c3sc(-c4ccccc4)cc3c2=O)c(OC)c1	?	·
COc1ccc(-c2nc(CN3CCC(C(=O)NC4CCCC4)CC3)c(C)o2)cc1OC	i	·
CN(C)c1ccc(/C=[N+](\[O-])C(C)(C)/C=N/O)cc1	-11%	6

(more compounds)
smiles	S3 lipid droplet	S3 lipid droplet cell count max
CC(C)C(=O)N1CCN(c2ccc(NC(=O)c3ccc4c(c3)OCCO4)cc2Cl)CC1	?	·
O=C(OCc1ccccc1)/C(=C/c1ccccc1Cl)NC(=O)c1ccco1	?	·
FC(F)(F)c1cccc(N2CCN(C(=S)NC3CCCC3)CC2)c1	?	·
O=c1ccc2ccc(OCCOc3cccc(Cl)c3)cc2o1	?	·
Cc1nn2cc(-c3ccccc3)nc2s1	?	·
CC12CCCCN1CCCc1c2[nH]c2ccccc12 (stereo not drawn)	?	·
O=C(Cn1ccc2ccccc2c1=O)N1CCN(Cc2ccc3c(c2)OCO3)CC1	?	·
Cc1ccc(S(=O)(=O)N2CCC(C(=O)OCC(=O)N3CCCC3=O)CC2)cc1C	-26%[0.0737 µM]	0
CCc1cc2c(COC(=O)c3cc(S(=O)(=O)N4CCOCC4)ccc3F)cc(=O)oc2cc1O	18µM*	-14*
COc1cccc(NC(=O)CSc2nccn2-c2cccc(OC)c2)c1	?	·

Next section
smiles	S3 lipid droplet	S3 lipid droplet cell count max
COc1ccc(CCNC(=O)COC(=O)c2ccc(C)s2)cc1	?	·
Cc1ccc(NNC(=O)CCc2ccccc2)c(C)c1	4%	-1
Cc1cccc(NC(=O)CCC(=O)N2CCOCC2)n1	7%	0
C#CC[N+]1(CC#Cc2ccc(C#CC[N+]3(CC#C)CCOCC3)cc2)CCOCC1	0%	-4
CC(C)(C)OC(=O)N1CCC(CNC(=O)c2cccs2)CC1	?	·
CCOC(=O)N1CCN(C(=O)c2nc3ccccc3s2)CC1	i	·
COc1ccccc1C(c1nnnn1CC1CCCO1)N1CCC(C(N)=O)CC1 (stereo not drawn)	8%	0
Cc1cccc(/C=N\NC(=O)c2csnn2)c1	10%	-12
O=C(COC(=O)CNS(=O)(=O)c1c(F)cccc1F)NC(=O)NC1CCCCC1	?	·
O=C(Nc1ccc(-n2cccn2)cc1)C1CCN(Cc2ccsc2)CC1	?	·

(cont.)
smiles	S3 lipid droplet	S3 lipid droplet cell count max
COc1ccccc1NC(=O)CN1CCN(c2ccccn2)CC1	6%	8
FC(F)(F)c1nc(NCc2ccccc2)c2nnn(Cc3ccccc3)c2n1	?	·
CCCCN(C(=O)c1ccc(N2C(=O)c3ccccc3C2=O)cc1)c1c(N)n(CC(C)C)c(=O)[nH]c1=O	-11%	-16
Cc1ccc(C(=O)Nc2nn(C)c3cccc(F)c23)cc1	1%	9
COc1ccc(S(=O)(=O)Cc2ccc(C(=O)NC3CCC(C)CC3)o2)cc1 (stereo not drawn)	?	·
COc1ccccc1CCNC(=O)C(=O)NCC1OCCN1S(=O)(=O)c1ccc2c(c1)OCCO2 (stereo not drawn)	i	-14
COc1ccccc1-c1cc(N)n[nH]1	?	·
COc1ccc(/C=N/c2oc(-c3ccccc3)cc2C#N)cc1OC	?	·
CCOC(=O)CNc1cccc(C(F)(F)F)c1	-9%	-6
O=C(Nc1ccc(Cl)cc1)Nc1ccccn1	?	·

(more compounds)
smiles	S3 lipid droplet	S3 lipid droplet cell count max
CSc1ccccc1NC(=O)C1=CC(c2ccc(C)cc2)=NS(=O)(=O)N1C	?	·
COc1ccccc1OCC(=O)NCC(C)NC(=O)COc1ccccc1OC (stereo not drawn)	?	·
O=C(CSc1nnc(CCc2nc3ccccc3[nH]2)n1-c1ccccc1)NCc1ccccc1	-6%	10
COCCN(C/C=C/c1ccccc1)C/C=C/c1ccccc1	?	·
COc1ccc(S(=O)(=O)N2CCCCCC2)cc1NC(=O)CN(C)Cc1ccc2c(c1)OCO2	?	·
Cc1ccc(S(=O)(=O)N2c3ccccc3CC2C)cc1 (stereo not drawn)	2%	3
Cc1ccc(S(=O)(=O)N2CCC(C(=O)N[C@@H](C)C(=O)Nc3ccc4c(c3)OCO4)CC2)cc1	?	·
CN(C)c1ccc(C(=O)c2ccccc2C(=O)O)c(O)c1	15%	3
CC1CCCCN1CCCNc1ccc(C(CC(N)=O)NC(=O)Cc2ccc(Cl)cc2)cc1[N+](=O)[O-] (stereo not drawn)	?	·
Cc1cc(-n2c(SCC(=O)NCc3cccs3)nc3n[nH]c(C)c3c2=N)ccc1Cl	?	·
COc1ccc(Br)cc1C(=O)O	-4%	9
Clc1ccc(SCCCCN2CCNCC2)cc1	?	·
